Compound activity deposited in PubChem by National Center for Advancing Translational Sciences (NCATS).
ERG-DNA inh – qHTS for Small Molecule Inhibitors of the ERG Ets/DNA interaction; fluorescence polarization, His-ERG Ets domain / labelled DNA; Potency, µM (doses to about 76.9 µM), for the others: top-dose FP activity, negative = inhibition, usual class: inhibitors; 370,000 tested, 0.028% active; active means well fitted inhibition curve with a large enough effect in the polarisation, with a control signal flat; inconclusive means small, poorly fitted or top-dose-only effect, or effect the other way, or a change in a side signal; inactive means no such curve, though single readings can be large or run the other way; the % refers to the polarisation;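 further: polarization taken with two DNA probes labelled with fluorescein and Texas red; potency means the concentration at half of the fitted maximal effect; % of control where 0% means no effect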
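His-tagged ERG Ets domain (1 uM in the protein solution; 300mM KCl, 50mM Tris-HCl, 1mM EDTA, 1mM DTT, pH 7.5) received compound, then a probe mix of 5 nM fluorescein-DNA and 100nM Texas-615-DNA. Fluorescence polarization was read for both dyes.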
HP1b binding inh – HTS for Inhibitors of HP1-beta Chromodomain Interactions with Methylated Histone Tails. AlphaScreen HP1-beta / biotin-H3K9me3 peptide binding. Potency, µM (highest dose often 114 µM), for inactives: at the highest dose activity change, negative = inhibition, actives largely listed as inhibitors. 390,000 tested, 0.56% active. AID 540317, 2011; further: potency means the concentration at half of the fitted maximal effect; nearly all actives have a fitted effect of over 70% in size; inactives centre near 23
Target sequence (P83916 whole entry, looked up): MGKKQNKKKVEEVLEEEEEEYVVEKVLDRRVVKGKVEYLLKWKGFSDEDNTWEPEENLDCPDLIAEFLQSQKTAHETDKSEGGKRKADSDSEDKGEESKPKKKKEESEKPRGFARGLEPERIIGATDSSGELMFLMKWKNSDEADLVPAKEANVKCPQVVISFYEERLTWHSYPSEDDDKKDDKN
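HP1-beta protein (50 nM final) preincubated 30 min at room temperature with biotinylated H3(1-18)K9me3 peptide (50 nM) in PBS pH 7.4, 0.01% Tween-20, then compound added for 30 min. AlphaScreen streptavidin donor/nickel chelate acceptor beads (10 ug/mL final), 30 min dark, luminescence read.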
RGS4 inh – Inhibitors of Regulator of G Protein Signaling (RGS) 4: qHTS; Regulator of G-protein signaling 4 (Homo sapiens), P49798; Transcreener GDP fluorescence polarization, RGS4-accelerated GTP hydrolysis; Potency, µM (titrated, usually from 114 µM), for the others: at the top dose activity change, negative = inhibition, most hits filed as inhibitors; 390,000 tested, 0.039% active; AID 504845, 2011; further: potency means the concentration at half of the fitted maximal effect; on the % scale 0 is the no-effect control and ±100 the full control effect; nearly all actives have a fitted effect of over 75% in size; some results filed as inactive show a strong effect at the top dose
Target sequence (P49798 whole entry, looked up): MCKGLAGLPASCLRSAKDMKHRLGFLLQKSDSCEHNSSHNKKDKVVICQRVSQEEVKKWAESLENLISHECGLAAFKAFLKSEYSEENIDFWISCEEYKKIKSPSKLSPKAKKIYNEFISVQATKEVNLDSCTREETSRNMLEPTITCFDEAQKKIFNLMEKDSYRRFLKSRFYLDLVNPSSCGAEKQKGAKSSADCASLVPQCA
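MLSMR compounds (23 nl, pin-transferred) preincubated 10 min at room temperature with a 500nM (2x) first reagent, then RGS4 at 900nM (2x) plus Transcreener GDP mix added; fluorescence polarization (620/688 nm) read before and after 90 min at 30 °C.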
12-LOX inh – Primary qHTS assay for inhibitors of human arachidonate 12S-lipoxygenase (ALOX12): Round 2 | Polyunsaturated fatty acid lipoxygenase ALOX12 (Homo sapiens), P18054 | purified 12hLO, xylenol orange hydroperoxide absorbance | 580,000 tested, 1.1% active | Potency, µM (highest dose often 108 µM), for inactives: top-dose activity change, negative = inhibition, usual class: inhibitors; further: potency means the concentration at half of the fitted maximal effect; on the % scale 0 is the no-effect control and ±100 the full control effect
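Hydroperoxide product was detected by ferrous iron/xylenol orange as the 573 to 405 nm absorbance ratio. Arachidonic acid at 40 uM (final) was turned over for 30 min at room temperature by 150 nM human 12hLO, pH 7.0 Hepes buffer, after 15 min compound preincubation.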
JMJD2A Tudor inh – qHTS Assay for Inhibitors of JMJD2A-Tudor Domain; Lysine-specific demethylase 4A (Homo sapiens), O75164; Potency, µM (series often up to 114 µM), for the others: top-dose activity change, negative = inhibition, actives largely listed as inhibitors; AlphaScreen JMJD2A-Tudor / H3K4me3 peptide binding; 390,000 tested, 4.4% active; AID 504339, 2011; further: potency means the concentration at half of the fitted maximal effect; on the % scale 0 is the no-effect control and ±100 the full control effect; nearly all actives have a fitted effect of over 50% in size
BAZ2B block – qHTS Assay for Inhibitors of BAZ2B | 360,000 tested, 4.4% active | Bromodomain adjacent to zinc finger domain protein 2B (Homo sapiens), Q9UIF8 | AlphaScreen BAZ2B-H3K14Ac peptide displacement | AID 504333, 2011 | Potency, µM (highest dose often 114 µM), without a hit: at the highest dose activity change, negative = inhibition, most hits filed as inhibitors; further: potency means the concentration at half of the fitted maximal effect; on the % scale 0 is the no-effect control and ±100 the full control effect; nearly all actives have a fitted effect of over 60% in size
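BAZ2B 50 nM plus b-H3(5-23)K14Ac 50 nM, PBS pH 7.4/0.01% Tween-20, 30 min RT; compound added (max 110 uM), 30 min RT; streptavidin donor/Ni-chelate acceptor beads 10 ug/mL final, 20 min dark; AlphaScreen read.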
GLS inhibitor – qHTS for Inhibitors of Glutaminase (GLS). 410,000 tested, 0.21% active. GLS enzymatic activity, qHTS titration. Potency, µM (series often up to 45.5 µM), inactives show at the highest dose activity change, negative = inhibition, hits mostly inhibitors. Glutaminase kidney isoform, mitochondrial (Homo sapiens), O94925; further: potency means the concentration at half of the fitted maximal effect; on the % scale 0 is the no-effect control and ±100 the full control effect
Target sequence (O94925 whole entry, looked up, canonical isoform): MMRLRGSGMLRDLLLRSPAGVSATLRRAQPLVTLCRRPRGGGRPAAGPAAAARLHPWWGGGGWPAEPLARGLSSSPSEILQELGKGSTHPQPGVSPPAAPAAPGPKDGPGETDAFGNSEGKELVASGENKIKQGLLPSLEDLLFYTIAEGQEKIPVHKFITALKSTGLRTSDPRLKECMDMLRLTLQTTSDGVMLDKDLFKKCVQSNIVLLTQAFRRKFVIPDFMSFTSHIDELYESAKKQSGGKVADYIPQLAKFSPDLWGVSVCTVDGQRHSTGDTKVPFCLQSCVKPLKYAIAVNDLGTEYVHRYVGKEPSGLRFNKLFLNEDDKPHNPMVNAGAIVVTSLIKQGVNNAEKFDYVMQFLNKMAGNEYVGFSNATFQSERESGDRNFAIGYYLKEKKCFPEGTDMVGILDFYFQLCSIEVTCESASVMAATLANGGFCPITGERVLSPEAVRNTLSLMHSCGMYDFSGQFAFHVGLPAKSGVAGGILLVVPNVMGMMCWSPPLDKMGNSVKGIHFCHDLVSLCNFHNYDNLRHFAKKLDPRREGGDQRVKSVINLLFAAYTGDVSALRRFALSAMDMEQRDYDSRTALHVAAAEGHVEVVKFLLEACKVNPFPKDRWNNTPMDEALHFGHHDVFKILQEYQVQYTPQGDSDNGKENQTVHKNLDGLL
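Compounds were pin-transferred onto hKGA, after which L-glutamine (1 mM solution) and a detection mix of glutamate oxidase, HRP and Amplex Red were added. Initial and 30 min RT fluorescence reads were collected.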
PI4K2A inh – qHTS for small molecular inhibitors of PI4K2A; Phosphatidylinositol 4-kinase type 2-alpha (Homo sapiens), Q9BTU6; purified PI4K2A, ADP-Glo luminescence, 1 h; active compounds read low; activity change, negative = inhibition, % at 76.9 µM; 420,000 tested, 0.13% active; AID 1346378, 2018; in the data active means activity change below about -50%; inconclusive means mostly about -30% to -49%;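 further: -100% = wells without enzyme as full effect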
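Compounds are screened against recombinant PI4K2A using PI as substrate and ATP, the latter dispensed at 300 microM. Reactions run one hour at ambient temperature before ADP-Glo detection; full inhibition defined by wells lacking enzyme.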
G9a block – qHTS Assay for Inhibitors of Histone Lysine Methyltransferase G9a | Histone-lysine N-methyltransferase EHMT2 (Homo sapiens), Q96KQ7 | G9a H3K9 monomethylation, AlphaScreen, 2 h | Potency, µM (titrated, usually from 102 µM), inactives show at the highest dose activity, negative = inhibition, usual class: inhibitors | 350,000 tested, 8.8% active; further: potency means the concentration at half of the fitted maximal effect; on the % scale 0 is the no-effect control and ±100 the full control effect; nearly all actives have a fitted effect of over 75% in size
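Quantitative HTS format: methyltransferase activity on a biotin-tagged H3K9 peptide is measured by AlphaScreen, using a rabbit anti-monomethyl-H3K9 antibody with streptavidin donor and anti-IgG acceptor beads. Final levels are 20 nM enzyme, 500 nM peptide, 20 uM SAM; 2 h RT.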
Starred values were filed as active, the others as inactive; ? = inconclusive; . = not tested or not shown; & = joins results of further samples; [ ] = dose if it differs, or a comment. Unless noted, the call rests on the fitted dose curve; in most records, active means well fitted curve in the direction sought with a large enough effect; inconclusive means small, poorly fitted or top-dose-only effect, or another doubt; inactive means no such curve, though single readings can be large; an effect the other way counts as inactive or inconclusive. An excerpt; count on the stated rates, not on these rows.

SMILES | ERG-DNA inh | HP1b binding inh | RGS4 inh | 12-LOX inh | JMJD2A Tudor inh | BAZ2B block | GLS inhibitor | PI4K2A inh | G9a block
Cc1ccc2nc(-c3ccc(F)cc3)nc(SCC(=O)NCC3CCCO3)c2c1 (stereo unspecified) | 0% | 20% | -8% | 8% | -3% | 0% | -5% | -6 | -2%
O=[N+]([O-])c1ccccc1/C=C/C=N/n1c(-c2ccco2)n[nH]c1=S | 3% | -15% | -21% | ? | 22µM* | ? | ? | -16 | -131%
Cc1nc2ncnn2c(C)c1Cc1ccc(Cl)cc1 | -5% | 39%[activator] | 6% | 0% | 4% | 2% | -3% | 5 | 46%[12.7 µM]
Cc1ccc([N+](=O)[O-])c(OCCCN2C(=O)NC(C)(C)C2=O)c1 | 11% | 59%[activator] | -5% | -18% | 5% | -11% | 1% | 2 | -38%
COc1ccc(C(O)C(CC(=O)NCCCOC(C)C)C(=O)NCCCOC(C)C)cc1OC (stereo unspecified) | -3% | 20% | 17% | -8% | 1% | -1% | 2% | -2 | -3%[59 µM]
CCSc1nnc(NC(=O)C2Cc3ccccc3CN2C(=O)c2ccco2)s1 (stereo unspecified) | -6% | 26% | -10% | -14% | 79µM* | ? | 5% | -12 | ?
CCCn1cc(SCC(=O)Nc2nnc(C)s2)c2ccccc21 | 3% | 39% | -14% | 4% | 1% | 0% | 0% | -1 | ?
S=c1[nH]nc(-c2cccc(Br)c2)o1 | -14% | 10% | -24% | -1% | ? | -8% | 56%[activator] | 5 | 1.8µM*
Cc1ccc(C)c(CNS(=O)(=O)c2c(C)[nH]c(C)c2C(=O)N2CCCCC2)c1 | 0% | 16% | 37% | 14% | -15% | -19%[57.1 µM] | 7% | -6 | 16%
O=C(/C=C/c1ccco1)N(Cc1ccc(Cl)cc1)C1CCS(=O)(=O)C1 (stereo unspecified) | 0% | -13% | -44% | 108%[activator] | -20% | -28% | -6% | -24 | 45µM*
Cn1c(C(=O)OC(C(=O)NC2CCCC2)c2cccnc2)cc2sccc21 (stereo unspecified) | . | 32% | 10% | -9% | -26% | -5% | -4% | 1 | 8%[59 µM]
CN(CC(=O)Nc1cccc(F)c1)C(=O)c1cn(-c2ccccc2)nc1-c1cccs1 | 8% | -2% | 18% | 0% | -31% | . | 4% | 1 | .
O=C(CC1Oc2ccccc2NC1=O)NCCCN1CCN(C2CCCCC2)CC1 (stereo unspecified) | -11% | 34% | -14% | 4% | -15% | . | -4% | 1 | .
CCOc1ccc(-c2nc(C#N)c(NCC3CCCO3)o2)cc1 (stereo unspecified) | 4% | 13% | 20% | -8% | -32% | -38% | . | -3 | -3%[59 µM]
O=C(/C=C/c1cccc(Cl)c1)N1CCC(Cc2ccccc2)CC1 | 0% | 88%[activator] | 1% | ? | 27% | 16% | 1% | -2 | 37%[59 µM]
CC(=O)c1cccc(Nc2ncnc3ccc(Br)cc23)c1 | 6% | 20% | 8% | ? | 0% | 0% | 1% | -1 | ?
CCCCN(C(=O)CSc1nnc(-c2ccc(OC)cc2)n1CC)c1c(N)n(Cc2ccccc2)c(=O)[nH]c1=O | -9% | 14% | 10% | 2% | -14% | 8% | -2% | 2 | 5%[59 µM]
N#CCCN1CCN(S(=O)(=O)c2ccc3c(c2)OCCCO3)CC1 | -1% | 17% | 6% | 0% | -10% | 10% | 5% | 7 | -20%[59 µM]
CC(=O)Nc1ccc(S(=O)(=O)Nc2cccc(-c3cn4cccnc4n3)c2)cc1 | -2% | 46%[activator] | ? | -15% | -9%[57.1 µM] | -16% | -7% | -1 | ?
Cc1ccc(Nc2c3c(nc4nncn24)CCC3)cc1 | 2% | 61%[activator] | -13% | -16% | 6% | -1% | 6% | -2 | 1%[59 µM]
Cc1ccc(S(=O)(=O)Oc2cccc(/C=N/Nc3ccc(C(=O)O)cc3)c2)cc1 | 0% | 7% | -13% | -3% | -28% | ? | 7% | 1 | -50%[59 µM]
COc1cc(S(=O)(=O)Nc2ncccc2C)c(OC)cc1Cl | 5% | 17% | -50% | 4% | -12% | 4% | 5% | -7 | -8%[59 µM]
Cc1ccc(SCCC(=O)OC(C)C(=O)Nc2ccccc2)cc1 (stereo unspecified) | -22% | 64%[activator] | -11% | -11%&19% | 26% | 32% | 8% | 2 | 2%
CCOc1ccc(NC(=O)C2CCCCN2S(=O)(=O)c2ccccc2)cc1 (stereo unspecified) | 6% | 23% | -8% | -17% | -1% | 11% | 2% | 1 | 16%[59 µM]
O=C(N1CCCCC1)N1CCN(S(=O)(=O)c2ccccc2)CC1 | 10% | 16% | -20% | 1% | -23% | -16% | 6% | -1 | -8%
CCOc1ccc(-n2ccnc(SCC(=O)Nc3cccc(OC)c3)c2=O)cc1 | 4% | -9% | -14% | 13% | -3% | ? | 5% | -3 | -30%[2.33 µM]
Cc1cc(C)n2c(nc3ccccc32)c1C(=O)NCc1ccccc1 | -1% | 52%[activator] | -19%[56.9 µM] | 6% | 3% | -9% | 0% | -4 | 39%
Cc1ccc2c(c1)c1c(c(=O)n(Cc3ccccc3)c(=O)n1Cc1cccc(C(F)(F)F)c1)n2C | -2% | 23% | 2% | 0% | 2% | 0% | 8% | -3 | -2%[59 µM]
CSc1nc(N)nc2c1ncn2CC(=O)N[C@H](CO)Cc1c[nH]c2ccccc12 | 4% | 37% | -6% | 14% | -13% | . | 19% | 2 | .
Cc1cc(C)cc(N(CCC#N)C(=O)COC(=O)C2=COCCO2)c1 | 3% | 9% | 6% | 10% | -17% | -10% | 1% | 3 | 2%
Cc1cc(N2CCOCC2)nc(SCC(=O)c2ccc(Cl)cc2)n1 | 12% | 58%[activator] | -19% | ? | -8% | 4% | 12% | 5 | ?
CC(NS(=O)(=O)c1ccccc1)C1COc2ccccc2O1 (stereo unspecified) | -1% | 39% | -6% | ? | 8% | -3% | -13% | 3 | 6%[59 µM]
CCOc1ccc(C(=O)Nc2c(C(=O)c3ccccc3)oc3ccccc23)cc1 | 2% | 44%[activator] | 14% | -3% | 29% | 5% | -4% | 1 | 12%[59 µM]
O=C(c1ccco1)N1CCN(c2nc3ccccc3n3nnnc23)CC1 | 0% | 9% | ? | 0% | -25% | 1% | 5% | -12 | 0%[59 µM]
COCCN(Cc1cc2ccccc2[nH]c1=O)C(=O)c1ccccc1OC | -2% | 41%[activator] | 9% | 18% | -1% | 7% | 7% | 4 | 7%[12.7 µM]
COc1cccc(/C=N/n2c(-c3n[nH]c4c3CCC4)n[nH]c2=S)c1OC | -2% | ? | -45% | 0% | 3.2µM* | -16% | -10% | -1 | 2.5µM*
C[C@H](NC(=O)c1ncn(C)c1C(=O)N[C@@H](C)c1ccccc1)c1ccccc1 | -7% | 41%[activator] | 14% | -5% | -20% | . | -3% | 2 | .
Cc1cc(OCC(=O)NCc2cccnc2)ccc1[N+](=O)[O-] | -4% | 26% | 14% | 0% | -4% | -8% | 5% | 5 | .
O=C(COC(=O)/C=C/c1cccc([N+](=O)[O-])c1)Nc1ccc(Cl)cn1 | 3% | 17% | -1% | 479%[activator] | -9% | 6% | 0% | 0 | 0%[2.33 µM]
CCCc1cc(=O)oc2cc(C)c3c(C)coc3c12 | . | 21% | -4% | -5%[57.4 µM] | -5% | . | -2% | 2 | -8%[59 µM]
COc1ccccc1C(=O)Nc1nc(-c2ccc(S(=O)(=O)N3CCOCC3)cc2)cs1 | 2% | 20% | -46% | 8% | -8%[57.1 µM] | -3% | 0% | 8 | 15%[12.7 µM]
CCCNS(=O)(=O)c1ccc(CCC(=O)N2CCN(c3ccc(F)cc3)CC2)cc1 | -5% | 6% | -20% | -12% | -20% | -2% | 16% | 5 | -14%[59 µM]
O=C(CCN1CCC2CCC(C2)C1)c1ccccc1 (stereo unspecified) | -5% | 20% | -31% | -24% | -16% | . | 1% | 9 | .
Cc1ccc(NC(=O)Cn2c(=O)n(CCCC(=O)NCc3ccc4c(c3)OCO4)c(=O)c3ccccc32)cc1 | 0% | 27% | -12% | -20% | -2% | -3% | -11% | -2 | -4%[59 µM]
